Compound activity from PubChem BioAssay.
ARNT TACC3 PPI = disrupts binding between human ARNT and TACC3; AID 623870; hit rate 0.66% among 390,000; inhibition, % at 9.99 µM; AlphaScreen His-ARNT PAS-B/GST-TACC3 binding, luminescence; TACC3 fragment carries E629A point mutation; Q9Y6A5;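 active = mean inhibition of replicates at least 50% and at least half of replicates each reaching 50%; inconclusive = half or more replicates reach 50% but mean below 50%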;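 note: 0% = complete ARNT plus TACC3 wells and 100% = ARNT alone without TACC3; many hits fall short of the cut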
ERp5 inh = ERp5 (human) disulfide isomerase inhibition | Q15084 | ERp5 insulin aggregation, absorbance 650 nm, 90 min | inhibition, % at 9.99 µM | hit rate 0.05% among 350,000 | AID 651711;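 active = mean replicate inhibition above about 25%, with every replicate also reaching it, limit read from the data, passing the limit was not always enough; inconclusive = only one of those two criteria met; inactive = neither criterion met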
RAD52 inh = blocks human RAD52 DNA annealing; P43351; recombinant RAD52 DNA annealing, FRET fluorescence; inhibition, % at 18.7 µM; hit rate 0.46% among 360,000;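 active = every replicate showing at least 50% inhibition; inconclusive = mean inhibition at least 50% but not in every replicate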
RAD54 inh = inhibitors of human RAD54 branch migration; hit rate 0.14% among 360,000; AID 602329; inhibition, % at 10.4 µM; Q92698; RAD54 Holliday junction branch migration, FAM/BHQ fluorescence;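 active = mean normalized replicate activity at least 40 and at least half of replicates scoring 40 or more; inconclusive = only one of the two criteria met; inactive = mean below 40 and under half of replicates reaching 40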;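 note: 0% = median of neutral control wells and 100% = median of positive control wells; inhibitors cause a drop in the FAM fluorescence signal; in these data hits start at about 50%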
Target sequence (Q92698 whole entry, looked up): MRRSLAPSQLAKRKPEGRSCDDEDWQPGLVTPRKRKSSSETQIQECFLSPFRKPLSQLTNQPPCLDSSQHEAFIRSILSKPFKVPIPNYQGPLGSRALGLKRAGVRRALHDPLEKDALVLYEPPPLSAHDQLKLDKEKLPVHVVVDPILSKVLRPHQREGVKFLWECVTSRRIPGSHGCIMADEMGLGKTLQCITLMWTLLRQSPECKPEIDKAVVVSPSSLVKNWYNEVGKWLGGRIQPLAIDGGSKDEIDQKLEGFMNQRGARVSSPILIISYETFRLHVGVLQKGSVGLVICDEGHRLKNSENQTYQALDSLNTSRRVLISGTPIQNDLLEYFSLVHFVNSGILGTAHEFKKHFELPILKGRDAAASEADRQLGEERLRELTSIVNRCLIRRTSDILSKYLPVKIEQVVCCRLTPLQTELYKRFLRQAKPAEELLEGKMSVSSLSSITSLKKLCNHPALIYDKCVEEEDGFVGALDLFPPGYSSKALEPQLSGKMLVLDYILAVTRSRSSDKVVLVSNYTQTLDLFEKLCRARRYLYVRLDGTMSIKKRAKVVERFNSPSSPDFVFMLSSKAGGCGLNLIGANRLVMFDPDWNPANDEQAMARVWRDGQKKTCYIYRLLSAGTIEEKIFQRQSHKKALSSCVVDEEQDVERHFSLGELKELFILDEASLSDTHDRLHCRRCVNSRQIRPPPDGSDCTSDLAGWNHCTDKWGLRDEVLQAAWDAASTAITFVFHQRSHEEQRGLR
PglD DTNB = inhibitors of Campylobacter jejuni PglD acetyltransferase. purified PglD enzyme, DTNB colorimetric CoA detection. inhibition, % at 12.5 µM. hit rate 0.098% among 360,000; in the data active = inhibition above about 16%, passing the limit was not always enough; inconclusive = no clear call, values can overlap the other calls; note: strong numbers were not always called active
Casp6 inh = inhibitors of human caspase-6. purified caspase-6, Z-VEID-R110 cleavage fluorescence. P55212. inhibition, % at 12.5 µM. AID 686996. hit rate 0.53% among 350,000;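 active = mean inhibition across replicates at least about 35%, with every replicate also reaching that limit, limit read from the data; inconclusive = only one of the two criteria met; inactive = neither criterion met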;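 note: 0% = median of neutral control wells and 100% = no fluorescence left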
Target sequence (P55212 24-179 limits assumed): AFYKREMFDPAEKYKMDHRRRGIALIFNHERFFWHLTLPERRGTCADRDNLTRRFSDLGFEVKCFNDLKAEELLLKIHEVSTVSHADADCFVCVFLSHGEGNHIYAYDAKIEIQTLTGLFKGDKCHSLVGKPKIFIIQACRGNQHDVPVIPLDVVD
Target sequence (P55212 194-293 limits assumed): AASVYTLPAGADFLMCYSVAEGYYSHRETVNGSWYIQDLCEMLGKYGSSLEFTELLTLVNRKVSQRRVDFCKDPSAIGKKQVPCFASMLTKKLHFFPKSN
esBAF inh = blocks esBAF chromatin remodeling in mouse ES cells; Bmi1-luciferase knock-in reporter, 24 h; 100% = twice the neutral-well signal; reporter increase, % at 12.5 µM; hit rate 2% among 350,000; in the data active = activation above about 40%; inconclusive = no clear call, values can overlap the other calls;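 note: 0% = median of the plate's neutral control wells and 100% = double that signal; a rise in the Bmi1 reporter signal indicates esBAF inhibition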
E-sel inducer = induces E-selectin expression in human endothelial cells; P16581; HUVEC E-selectin immunofluorescence imaging; normalized: neutral wells 0, TNF-alpha wells 100; activation, % at 7.58 µM; hit rate 0.37% among 260,000;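 active = mean E-selectin-positive cell signal at least 10% of the positive control, reached in at least 60% of replicates, without over 20% cell loss; inconclusive = no rule given, readout overlaps actives, possibly toxicity-flagged; inactive = the rest, including those meeting only one limit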;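 note: in these data hits start at about 27%; measured in HUVEC primary endothelial cells; signal is the percent of cells scored E-selectin positive by PE staining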
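System: HUVEC / Compound: single concentration / Signal: immunofluorescence imaging / Read-out: percent E-selectin-positive cells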
* = called active by the depositor; ? = inconclusive; · = no result given.

SMILES | ARNT TACC3 PPI | ERp5 inh | RAD52 inh | RAD54 inh | PglD DTNB | Casp6 inh | esBAF inh | E-sel inducer
C/C(=N/OC(=O)c1ccccc1)c1oc(C)nc1C | -8 | -2 | -5 | -1 | 2 | -8 | -2 | -0.3
Cc1ccc(O)c(CNc2cccc3cccnc23)c1 | 37 | 2 | 4 | · | · | 23 | · | ·
Cc1ccc2nc(SC(C)C(=O)N3CC(C)OC(C)C3)[nH]c2c1 (centres undefined) | 4 | -12 | -11 | · | · | -3 | · | 5.7
Cc1ccc(CNC(=O)c2cc(C)nn2-c2ccccc2)cc1 | 0 | -2 | -12 | · | · | 6 | -14 | 2.2
COC(=O)NNC(=O)c1ccccc1C | 6 | · | · | -10 | -2 | · | -1 | ·
Fc1ccccc1CCNc1nnnn1-c1ccccc1 | -2 | · | · | -10 | -4 | · | -15 | ·
COc1ccc(NC(=S)NCC(c2ccco2)N2CCCC2)cc1 (centres undefined) | 5 | -3 | -2 | · | · | -3 | · | 7.8
Cc1ccc(CNC(=O)C2(C)Oc3ccccc3NC2=O)cc1 (centres undefined) | 31 | · | · | 7 | -1 | · | -4 | ·
Nc1ccn([C@@H]2O[C@H](C(=O)N3CCN(C(=O)C(F)(F)F)CC3)[C@@H](O)[C@H]2O)c(=O)n1 | · | -7 | -10 | · | · | -3 | · | 0.6
Cc1nc2cc(C(F)(F)F)ccc2n1CCNc1nc(-c2ccc([N+](=O)[O-])c(Cl)c2)cs1 | · | 1 | -6 | -4 | 3 | -5 | -6 | 0.8
COCCNC(=S)N1CCC2CC1c1cc(-c3ccc4c(c3)OCO4)ccc12 (centres undefined) | · | -3 | -6 | 2 | 0 | 2 | 5 | -12
CC(=O)N(C)C[C@H]1Oc2ncc(-c3ccccc3C)cc2C(=O)N([C@H](C)CO)C[C@@H]1C | -4 | -3 | 14 | 5 | 0 | 2 | -1 | 0.1
COc1cccc(CN(C)C(=O)CCNC(=O)c2ccco2)c1 | · | 11 | -15 | 2 | 8 | -3 | -3 | ·
CNC[C@H]1Oc2c(NC(=O)c3nc4ccccc4s3)cccc2C(=O)N([C@@H](C)CO)C[C@@H]1C | -4 | 2 | -66 | 19 | 3 | 3 | -5 | 0.4
COc1ccc(-c2csc(Nc3ccc(S(N)(=O)=O)cc3)n2)cc1 | -4 | · | · | -1 | 1 | · | 7 | ·
Cc1cc(C)nc(NC(=O)c2ccc([N+](=O)[O-])c(C)c2)n1 | 3 | 0 | -13 | 3 | 2 | -4 | 5 | 0.1
COCC(=O)Nc1ccc2c(c1)[C@@H]1C[C@@H](CC(=O)O)O[C@@H](CO)[C@@H]1O2 | -4 | 0 | -4 | -9 | 1 | 0 | 1 | 1.2
COc1cccc(CNC(=O)C[C@@H]2C=C[C@H](NC(C)=O)[C@H](CO)O2)c1 | 0 | -3 | -4 | 3 | -5 | -1 | 0 | 0.4
CC(=O)C1=C(C)N(Cc2ccc(Cl)cc2)C(=S)NC1c1ccc(F)cc1 (centres undefined) | · | 5 | -40 | · | · | -4 | · | -0.1
CCCN(CCC)S(=O)(=O)c1ccc(C(=O)O)cc1 | -4 | 3 | 0 | 4 | -1 | 1 | -1 | 0.0
Cc1cc(NS(=O)(=O)c2ccc(NC(=O)CSc3nc4ncc(Cl)cc4[nH]3)cc2)nc(C)n1 | 22 | ? | -13 | -24 | 3 | 0 | · | ·
CCCn1nnnc1NCc1ccccc1OCC | -3 | -9 | -16 | 8 | 1 | 3 | -1 | ·
CCOC(Cn1c(SCC(=O)Nc2cc(C)on2)nc2ccccc2c1=O)OCC | -22 | 4 | -1 | 10 | -5 | 1 | -6 | ·
O=C(NCc1ccc(F)cc1)c1ccc(S(=O)(=O)N2CCCCC2)cc1 | -1 | -2 | -20 | 0 | -5 | -3 | -4 | -0.8
COc1cccc(-c2ccc([C@H]3[C@H](CO)N4C(=O)CN(C(=O)c5cccnc5)C[C@@H]34)cc2)c1 | · | 12 | 2 | · | · | 9 | · | 2.7
The listing continues.
SMILES | ARNT TACC3 PPI | ERp5 inh | RAD52 inh | RAD54 inh | PglD DTNB | Casp6 inh | esBAF inh | E-sel inducer
O=C(NC1CCCCC1)N1CC(=O)N2[C@H](C1)[C@@H](c1ccc(-c3ccccc3)cc1)[C@@H]2CO | · | 1 | 15 | · | · | 2 | · | 0.3
CCOC(=O)N(C)C[C@@H]1OCc2ccccc2-c2c(n(C)c3ccccc23)C(=O)N([C@@H](C)CO)C[C@@H]1C | 6 | 2 | 9 | -6 | 2 | 0 | -3 | -0.5
O=C(CO/N=C1\CCCc2nonc21)Nc1ccccc1Cl | -3 | · | · | -11 | 3 | · | · | 1.5
COc1ccc(N2C(=O)CC(NCc3cccc(F)c3)C2=O)cc1 (centres undefined) | -7 | · | · | 2 | -7 | · | -2 | ·
Cc1cc(C(=O)Nc2cccc(C)c2C)n(-c2ccccc2)n1 | -3 | 1 | -14 | -1 | 7 | 3 | 27 | -1.8
O=C(CN1C(=O)C2CC=CCC2C1=O)Nc1nc2ccccc2[nH]1 (centres undefined) | -2 | · | · | -7 | -3 | · | -7 | 4.0
COc1ccc(CN(C)C[C@H]2OCCCC[C@@H](C)Oc3ccc(NS(=O)(=O)c4cccs4)cc3C(=O)N([C@@H](C)CO)C[C@@H]2C)cc1 | 4 | 10 | 13 | -3 | 5 | -4 | -3 | -0.1
O=S(=O)(Cc1ccccc1Cl)NCc1ccccc1 | 2 | 3 | -5 | -9 | 3 | 1 | · | ·
CCCNC(=O)N[C@H]1CC[C@@H](CC(=O)NC2CCCCC2)O[C@@H]1CO | 2 | -6 | -10 | 1 | 1 | 0 | -7 | -0.1
CN1C(=O)c2cc(NC(=O)C3CC3)ccc2OC[C@H]2O[C@H](CC(=O)NCc3cccc(F)c3)CC[C@@H]21 | -1 | · | · | 4 | 1 | · | -7 | 0.0
O=C1C(=O)N(C2CCCC2)C(=O)N1Cc1c(F)cccc1Cl | -7 | -5 | -2 | · | · | 1 | · | ·
N#C[C@H]1[C@@H](c2ccccc2C2=CCCCC2)[C@@H](CO)N1C(=O)Cc1ccncc1 | · | 0 | -51 | · | · | 2 | · | -0.1
Cc1ccc(C(=O)NC(=S)NNC(=O)COc2ccccc2C)cc1 | 5 | 6 | -25 | · | · | 0 | · | 0.0
COC(=O)C1=C(N)c2c(F)cccc2C1(C#N)c1ccc(F)cc1 (centres undefined) | -1 | · | · | -10 | 3 | · | -4 | ·
Cc1ccccc1OCc1nnc(SCC(=O)Nc2ccc3c(c2)OCO3)n1C | -4 | 2 | 3 | 5 | -3 | -2 | -2 | ·
CCOc1ccccc1NC(=O)CCn1nc(C)c(S(=O)(=O)N2CCCCC2)c1C | -6 | 0 | -8 | 10 | -1 | -1 | 12 | ·
COc1cc(C2N(c3cc(C)on3)C(=O)C3CCCN32)cc(OC)c1OC (centres undefined) | -4 | · | · | -3 | -4 | · | -6 | ·
Cc1ccc(S(=O)(=O)N(C)C[C@H]2Oc3ccc(NC(=O)C4CC4)cc3CC(=O)N([C@H](C)CO)C[C@@H]2C)cc1 | -4 | 0 | 10 | -4 | 15* | 5 | -15 | -0.3
CC(=O)N1CCN(C(=O)c2cc(-c3ccc(Cl)s3)nc3ccccc23)CC1 | 6 | 2 | -6 | 3 | 8 | 3 | 8 | 0.3
COc1ccc(N2C(=O)CC(N3CCC(O)(c4ccc(Br)cc4)CC3)C2=O)cc1 (centres undefined) | 1 | · | · | 2 | 0 | · | 16 | ·
COc1cc(NC(=O)Cn2cnc(C(=O)Nc3ccc(C)c(C)c3)n2)cc(OC)c1OC | -2 | 8 | -8 | -4 | -1 | 2 | 0 | -0.1
Cc1c(C)c(C)c(S(=O)(=O)N2CCC3(CC2)OCCO3)c(C)c1C | -6 | 3 | -18 | -1 | -3 | 1 | · | ·
O=C(C1=C(O)C(=O)N(CCc2ccccc2)C1c1cccs1)c1ccco1 (centres undefined) | -8 | 0 | -12 | · | · | 6 | · | 0.0
COc1ccc(NC(=O)N[C@@H]2CC[C@H](CC(=O)NCc3ccccn3)O[C@H]2CO)cc1 | -15 | 0 | -7 | -1 | 1 | 0 | -1 | -0.3
CCCn1cc(CN2CCC(n3nccc3NC(=O)c3ccc4c(c3)OCO4)CC2)c(C)n1 | 0 | 0 | -6 | -7 | 2 | -5 | -1 | 5.3

In another format: results already given
Sequence of screens: ARNT TACC3 PPI | ERp5 inh | RAD52 inh | RAD54 inh | PglD DTNB | Casp6 inh | esBAF inh | E-sel inducer
CC(=O)N1CCN(C(=O)c2cc(-c3ccc(Cl)s3)nc3ccccc23)CC1
  6 | 2 | -6 | 3 | 8 | 3 | 8 | 0.3
COc1ccc(N2C(=O)CC(N3CCC(O)(c4ccc(Br)cc4)CC3)C2=O)cc1 (centres undefined)
  1 | · | · | 2 | 0 | · | 16 | ·

The listing continues:
SMILES | ARNT TACC3 PPI | ERp5 inh | RAD52 inh | RAD54 inh | PglD DTNB | Casp6 inh | esBAF inh | E-sel inducer
Cn1c(=O)c2[nH]c(CSCc3ccccc3)nc2n(C)c1=O | -9 | 3 | -6 | · | · | -1 | · | -0.1
CCOC(=O)c1ccc(NC(=S)NCc2ccc(S(N)(=O)=O)cc2)cc1 | -4 | -6 | -17 | -10 | -3 | 0 | 2 | ·
COCC(=O)Nc1ccc2c(c1)[C@@H]1C[C@H](CC(=O)NCc3ccc(Cl)cc3)O[C@@H](CO)[C@@H]1O2 | -7 | · | · | -5 | 6 | · | 3 | -0.7
O=C(O)c1ccc(NC2OC[C@@H](O)[C@H](O)[C@H]2O)cc1 (some centres undefined) | -4 | 9 | -74 | -7 | 3 | 24 | 0 | 0.3
C[C@@H]1CN([C@H](C)CO)S(=O)(=O)c2ccc(C3=CCCC3)cc2O[C@@H]1CN(C)C | 1 | -1 | 18 | -10 | 2 | 1 | -2 | -0.5
CCOC(=O)c1sc(NC(=O)c2cc(-c3ccc(C)cc3)nc3ccccc23)c(C#N)c1C | -3 | · | · | -7 | 1 | · | -16 | ·
CCCCCCc1cc2cc(C(=O)Nc3cccc(OC)c3)c(=O)oc2cc1O | 0 | · | · | -9 | -2 | · | · | -1.2
C/C(=N\NC(=S)Nc1ccccc1C)C1Cc2ccccc2C(=O)O1 (centres undefined) | 4 | 7 | 4 | 5 | 3 | -1 | 13 | ·
CCn1c(SCC(=O)c2ccc(NS(=O)(=O)c3ccccc3)cc2)nnc1-c1cccs1 | -2 | · | · | -2 | 4 | · | 8 | ·
Cn1cc(SCC(=O)Nc2nccs2)c2ccccc21 | 4 | 3 | -18 | 10 | 0 | -2 | 68* | ·
Cc1ccnc(SCC(=O)c2ccc(Br)s2)n1 | · | 4 | -18 | 4 | 8 | 0 | -1 | ·
O=C1[C@@H]2Cc3c([nH]c4ccccc34)CN2C(=O)CN1CCCO | -5 | 3 | -7 | 2 | 2 | -2 | -2 | 2.0
O=C1CNC[C@H]2[C@H](c3ccc(C#CC4CCCC4)cc3)[C@H](CO)N12 | · | 4 | 5 | · | · | 5 | · | -0.1
Cc1nn(-c2ccccc2)c(N2CCCC2)c1C=O | -2 | 0 | -11 | 7 | -9 | 2 | -8 | -0.1
COc1ccc(NC(=O)Nc2ccc3c(c2)C(=O)N([C@@H](C)CO)C[C@H](C)[C@@H](CN(C)C(=O)Cc2ccccc2)OCCCC[C@@H](C)O3)cc1 | -3 | -1 | -11 | -2 | 3 | 5 | 4 | -0.2
COc1ccccc1CNC(=O)C[C@H]1C[C@H]2c3cc(NC(=O)NC4CCCC4)ccc3O[C@H]2[C@H](CO)O1 | 2 | 5 | -7 | 9 | -1 | -5 | 1 | 0.0
CC(C)NC(=O)N(C)C[C@H]1Oc2cc(C#Cc3ccccn3)ccc2S(=O)(=O)N([C@@H](C)CO)C[C@H]1C | 4 | 1 | 1 | -6 | 1 | -3 | 3 | 0.2
